# Compound activity deposited in PubChem BioAssay by National Center for Advancing Translational Sciences (NCATS).
# LDHA inh: blocks human lactate dehydrogenase A | P00338 | purified LDHA, NADH/diaphorase-resazurin fluorescence; active compounds read low | activity change, % (values are at about 110 or 230 µM) | actives 0.15% (n = 480,000) | AID 1347041; in the data active means activity change below about -30%; inconclusive means mostly about -25% to -30%;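 further: plate controls were DMSO wells for no effect and wells without enzyme for full effect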
#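 Human LDH5 (2 nM) was incubated with 0.06 mM NADH and 0.2 mM pyruvate for 5 min at room temperature in Tris pH 7.4. Remaining NADH was coupled through diaphorase/resazurin, and resorufin fluorescence was read at 0 and 20 min.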
# RXFP1 agonist: agonists of human relaxin receptor RXFP1 | Potency, µM (doses to about 57.5 µM), without a hit: at the top dose activation, actives largely listed as activators | actives 0.3% (n = 370,000) | HEK293T-RXFP1 cAMP TR-FRET, 30 min; response scale: percent of porcine relaxin response, buffer zero | Q9HBX9; further: potency means the concentration at half of the fitted maximal effect; on the % scale 0 is the no-effect control and ±100 the full control effect; nearly all actives have a fitted effect of over 60% in size; many of its hits are not listed in these tables
#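 HEK293T cells stably expressing RXFP1 were pretreated with the PDE4 inhibitor Ro 20174, exposed to compounds for 30 min at 37C, lysed, and cAMP was read by TR-FRET. Data normalized to buffer (basal) and 29 nM porcine relaxin (100%).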
# Vif-APOBEC3G blk: inhibitors of Vif-APOBEC3G interaction; AID 602310; actives 0.076% (n = 410,000); Potency, µM (highest dose often 46.1 µM), inactives show at the highest dose activity, negative = active, usual class: inhibitors; Q9HC16; HeLa A3G-eYFP + Vif (tagged APOBEC3G with the HIV-1 protein that degrades it), YFP fluorescence, overnight;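 further: potency means the concentration at half of the fitted maximal effect; on the % scale 0 is the no-effect control and ±100 the full control effect; nearly all actives have a fitted effect of over 60% in size; hits raise eYFP signal because A3G escapes Vif-driven loss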
# Target sequence (Q9HC16 whole entry, looked up): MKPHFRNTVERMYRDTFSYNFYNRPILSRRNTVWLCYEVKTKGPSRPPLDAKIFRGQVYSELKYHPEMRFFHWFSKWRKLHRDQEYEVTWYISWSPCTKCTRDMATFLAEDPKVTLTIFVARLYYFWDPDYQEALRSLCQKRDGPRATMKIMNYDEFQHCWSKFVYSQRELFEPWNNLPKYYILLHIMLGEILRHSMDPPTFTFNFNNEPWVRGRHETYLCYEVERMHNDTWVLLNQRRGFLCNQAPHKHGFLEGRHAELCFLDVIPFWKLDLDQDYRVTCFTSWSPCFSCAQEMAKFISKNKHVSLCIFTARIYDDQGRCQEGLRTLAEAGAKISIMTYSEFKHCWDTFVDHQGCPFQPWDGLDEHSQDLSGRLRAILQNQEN
#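 Read-out is eYFP fluorescence (Ex 488/Em 500-530) from Vif-expressing HeLa A3G-eYFP cells; more signal means A3G escaped Vif-mediated degradation. Cells plated overnight, compound pinned in, incubated overnight at 37 deg C.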
# Vif-A3F inh: Vif-A3F binding inhibition; AID 602313; Potency, µM (highest dose often 46.1 µM), for inactives: at the highest dose activity, negative = active; actives 0.2% (n = 390,000); HeLa A3F-eYFP + Vif (tagged APOBEC3F with the HIV-1 protein that degrades it), YFP fluorescence increase; further: potency means the concentration at half of the fitted maximal effect; % of control where 0% means no effect; nearly all actives have a fitted effect of over 65% in size
#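 HeLa cells stably expressing A3F-eYFP plus Vif, plated and incubated overnight at 37 deg C, then exposed to compounds overnight at 37 deg C. Blocked degradation read as raised yellow fluorescence (Ex 488/Em 500-530).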
# D2 potentiator: positive allosteric modulators of human D2 dopamine receptor; P14416; HEK293 T-REx D2, calcium flux, EC20 dopamine potentiation; potentiation, % at 10 µM; actives 0.34% (n = 340,000);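 active means potentiation over 3 SD above the plate norm, cut at about 30% in these data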; further: 0% is about no effect
#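 Primary screen. Calcium kinetics in induced HEK293 T-REx D2 cells: compound pre-addition 180 s, EC20 dopamine, 180 s more.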
# D1 antag: antagonists of human D1 dopamine receptor. P21728. HEK293 TREx D1 cells, calcium flux, dopamine EC80; active compounds read low. activity change, negative = inhibition, % at 10 µM. actives 3.2% (n = 360,000); in the data active means activity change below about -30%; further: on the % scale 0 is the no-effect control and ±100 the full control effect
# Target sequence (P21728 whole entry, looked up): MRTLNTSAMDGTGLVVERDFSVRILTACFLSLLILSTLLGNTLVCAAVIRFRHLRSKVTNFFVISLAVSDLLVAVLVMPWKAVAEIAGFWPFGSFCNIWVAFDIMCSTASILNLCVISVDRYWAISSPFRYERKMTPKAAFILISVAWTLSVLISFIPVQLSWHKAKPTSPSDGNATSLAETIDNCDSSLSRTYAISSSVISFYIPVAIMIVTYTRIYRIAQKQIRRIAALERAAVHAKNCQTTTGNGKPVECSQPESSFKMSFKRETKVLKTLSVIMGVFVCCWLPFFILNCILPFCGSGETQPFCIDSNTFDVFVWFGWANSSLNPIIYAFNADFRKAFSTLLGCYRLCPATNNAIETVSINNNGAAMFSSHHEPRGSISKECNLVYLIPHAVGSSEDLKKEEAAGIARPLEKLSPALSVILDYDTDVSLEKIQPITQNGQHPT
#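 Calcium flux readout: force-coupled, inducible Hek293 Trex D1 line, cells induced overnight at 30 C with tetracycline, dye-loaded 30–90 min at RT. Antagonism scored against EC80 dopamine challenge given 180 s after compound.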
# D1 agonist: human D1 receptor agonism | P21728 | HEK293 T-REx D1 cells, calcium flux, agonist mode | activation, % at 2 µM | actives 1% (n = 360,000); in the data active means activation above about 30%; further: 0% is about no effect
#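 Inducible HEK293 T-REx D1 cells, force-coupled to calcium signalling, were plated at 4000 cells/well with tetracycline and held overnight at 30 C. After no-wash calcium dye loading, compound-evoked calcium rise over 180 s flagged agonists.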
# D1 potentiator: potentiators of human D1 dopamine receptor. HEK293 TREx D1 cells, calcium flux, dopamine EC20 potentiation. potentiation, % at 10 µM. actives 0.036% (n = 360,000); in the data active means potentiation above about 30%; further: 0% is about no effect
# Glioma ERSR ind: inducers of ER stress response in human glioma cells; U87-MG GRP78 promoter luciferase reporter, 16 h; Potency, µM, for inactives: at the highest dose activation, actives largely listed as activators; actives 0.02% (n = 420,000); AID 602332; further: potency means the concentration at half of the fitted maximal effect; series mostly up to about 76 µM; % of control where 0% means no effect; nearly all actives have a fitted effect of over 35% in size
#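 Stably transfected U87-MG glioma cells carrying a GRP78-based luciferase sensor; 16 h compound incubation. Luminescence end-point read 10 min after Bright-Glo addition at room temperature.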
# Active calls of the source: *; u = inconclusive; x = no result given. Unless noted, the call rests on the fitted dose curve; in most records, active means well fitted curve in the direction sought with a large enough effect; inconclusive means small, poorly fitted or top-dose-only effect, or another doubt; inactive means no such curve, though single readings can be large; an effect the other way counts as inactive or inconclusive. This is a subset; count on the stated rates, not on these rows.
SMILES,LDHA inh,RXFP1 agonist,Vif-APOBEC3G blk,Vif-A3F inh,D2 potentiator,D1 antag,D1 agonist,D1 potentiator,Glioma ERSR ind
Cc1ccc2c(CC(=O)NC3CCCc4ccccc43)coc2c1 (stereo not drawn),-1,1.8%,-15%,-11%,-3,7,2,-11,2%
Cc1cccc(C)c1NC(=O)CSC(=O)c1sc2ccccc2c1Cl,-10,19%,-5%,1%,-5,1,4,-4,-10%
COc1ccc(-c2nc(CS(=O)CC(=O)N3CCCC3)c(C)o2)cc1 (stereo not drawn),-1,0.6%,2%,-2%,8,-8,-3,2,-3%
CCOC(=O)c1cnn(-c2ccccc2)c1-c1ccncc1,1,-1.7%,-3%,5%,6,0,1,-6,-3%
O=C1CN(CC(=O)NC(=O)NCc2ccccc2)CCN1,-2,0.6%,0%,0%,x,4,-2,-8,-6%
COC(=O)c1cc2ccsc2n1Cc1nc(-c2cccc(Cl)c2)oc1C,-3,2.6%,-2%,-4%,-1,-3,3,x,-5%
CCc1ccc(CNc2ncnc3onc(-c4ccc(Cl)cc4)c23)cc1,-2,-1.5%,1%,-13%,6,13,8,-2,1%
COc1ccccc1NC(=O)CSc1nnc(C2CCCCC2)n1C,-3,-1.5%,-4%,-2%,-2,1,10,0,-4%
CCC1(c2ccc(F)cc2)NC(=O)N(CC(=O)Nc2ccc(C)c(S(=O)(=O)N3CCOCC3)c2)C1=O (stereo not drawn),-8,3.4%,-8%,9%,0,0,4,-10,0%
O=C(Nc1cccc(O)c1)c1c(O)c2ccccc2[nH]c1=O,-2,-0.6%,1%,3%,-4,26,0,-8,2%
OCCN(/C=N/c1nc(-c2ccc(Br)cc2)cs1)CCO,2,-0.5%,0%,-25%,5,x,2,-1,9%
CC(C(=O)Nc1ccc(S(=O)(=O)N2CCCC2)cc1)N(C)CC(=O)Nc1cccc(F)c1 (stereo not drawn),-1,x,-6%,-2%,x,x,x,x,-2%
O=C(Nc1cccnc1)c1ccc2nc(-c3ccccc3)c(-c3ccccc3)nc2c1,-2,0.6%,0%,3%,-5,-1,1,5,-6%
CC(=O)c1ccc(N2CCN(CC(=O)Nc3ccccc3N3CCOCC3)CC2)cc1,-3,2.4%,-10%,-21%,1,35,0,-5,5%
CC(=O)O/N=C(/c1nonc1N)N(C)C,1,-0.7%,1%,7%,-2,-8,3,1,-3%
COc1cccc(Nc2nc3cc(Cl)c(Cl)cc3nc2-n2nc(C)cc2C)c1,-2,-1.1%,0%,4%,-1,-3,2,-1,-1%
COC(=O)c1ccc(N2CCN(C(=O)C3CC3)CC2)c([N+](=O)[O-])c1,-7,0.0%,0%,-9%,-7,-5,3,-7,-1%
C[C@H](CO)N1C[C@H](C)[C@@H](CN(C)S(C)(=O)=O)OCc2cnnn2CCCC1=O,-3,x,1%,-4%,x,x,x,x,-2%
O=C(CSCc1ccc(Cl)cc1)c1ccco1,x,0.4%,x,x,-9,-17,3,0,x
C=CCN(c1ccccc1)S(=O)(=O)c1cccc(C(=O)NCc2ccco2)c1,-3,x,-1%,4%,x,x,x,x,-1%

# Reprinted at random: two entries already listed, in no set order.
SMILES,LDHA inh,RXFP1 agonist,Vif-APOBEC3G blk,Vif-A3F inh,D2 potentiator,D1 antag,D1 agonist,D1 potentiator,Glioma ERSR ind
CCC1(c2ccc(F)cc2)NC(=O)N(CC(=O)Nc2ccc(C)c(S(=O)(=O)N3CCOCC3)c2)C1=O (stereo not drawn),-8,3.4%,-8%,9%,0,0,4,-10,0%
CCc1ccc(CNc2ncnc3onc(-c4ccc(Cl)cc4)c23)cc1,-2,-1.5%,1%,-13%,6,13,8,-2,1%

# The listing picks up; the two compounds before the break are reprinted first.
SMILES,LDHA inh,RXFP1 agonist,Vif-APOBEC3G blk,Vif-A3F inh,D2 potentiator,D1 antag,D1 agonist,D1 potentiator,Glioma ERSR ind
O=C(CSCc1ccc(Cl)cc1)c1ccco1,x,0.4%,x,x,-9,-17,3,0,x
C=CCN(c1ccccc1)S(=O)(=O)c1cccc(C(=O)NCc2ccco2)c1,-3,x,-1%,4%,x,x,x,x,-1%
CCN(CC)CCn1c(NS(=O)(=O)c2ccc(Cl)cc2)nc2ccccc21,-3,-0.6%,0%,-8%,-35,4,5,-6,-3%
COc1ccc(NC(=O)CN(C)CC(=O)NCc2ccc(C)cc2)cc1,-12,0.9%,0%,6%,9,7,0,-9,-3%
CC(C)(C)n1ncc2c(=O)n(CC(=O)NCc3ccco3)cnc21,-9,-1.2%,-26%,-2%,0,-3,1,3,-6%
CCN(CC)S(=O)(=O)c1ccc(N/N=C/c2ccc(OC)c(OC)c2OC)nc1,-2,0.4%,1%,5%,-10,6,3,1,-1%
CC1CC1C(=O)OCC(=O)NCc1ccc(Cl)cc1 (stereo not drawn),-4,-0.4%,0%,-12%,-2,-8,2,-2,-6%
CN(c1ccccc1)S(=O)(=O)c1ccc(C(=O)Nc2cccc(S(=O)(=O)N3CCOCC3)c2)cc1,-7,x,1%,-12%,x,x,x,x,-3%
O=C(NCc1ccc(F)cc1)C1CCC(=O)N1CCc1ccccc1 (stereo not drawn),-2,1.4%,6%,0%,-4,4,3,4,-2%
CCCCCCCn1c(=N)n(CC(O)c2ccco2)c2ccccc21 (stereo not drawn),-3,-0.7%,-10%,-11%,-2,16,13,-5,-10%
NCCCn1c(C(=O)c2ccc(Cl)cc2)c2ccc([N+](=O)[O-])cc2[n+]1[O-],3,-0.2%,u,-5%,11,-3,0,-4,-5%
Nc1nc(-c2ccc([N+](=O)[O-])cc2)cc(=O)[nH]1,-8,x,1%,3%,x,x,x,x,-5%
Nc1ncc(N=Nc2cc(C(=O)O)ccc2Cl)s1,-1,0.0%,-2%,3%,2,-4,-1,0,-4%
O=C(NCCS(=O)(=O)N1CCN(c2ccccc2F)CC1)c1c(F)cccc1F,0,-0.4%,-21%,-16%,10,-2,0,2,-5%
CC(C)CCN1C(=O)c2ccc(C(=O)Nc3ccc(Br)cc3C(=O)O)cc2C1=O,-5,0.1%,-1%,4%,x,-25,1,-1,2%
COc1cc(NC(=O)CSc2nc(C)c(C)c(C)n2)cc(OC)c1,-9,1.4%,-9%,-7%,6,5,3,-8,0%
COn1c(-c2ccc(Cl)cc2)nc2ncccc21,-8,2.3%,-3%,-17%,-5,-5,2,1,-1%
O=C(CSC1=NCCS1)Nc1nc2ccccc2s1,1,-2.8%,-9%,-1%,1,1,0,4,2%
Cc1cc(-c2ccc(Cl)cc2)c(C#N)c(N)n1,-6,u,-10%,-1%,-2,-11,1,-2,-1%
NNC(=O)CN1C(c2ccccc2Br)=Nc2ccc(Br)cc2C1c1ccccc1 (stereo not drawn),0,-0.5%,-5%,3%,-18,19,15,-9,-4%
CSCCC(N=C1NS(=O)(=O)c2ccccc21)C(=O)NCc1ccccc1F (stereo not drawn),-3,0.9%,0%,3%,-4,-15,3,1,-4%
O=C(Cn1cc2c(n1)CCCCC2)Nc1c(F)cc(F)cc1Br,-4,-0.8%,0%,-6%,4,5,1,1,-3%

# A different layout for 3 compounds above.
molecule	LDHA inh	RXFP1 agonist	Vif-APOBEC3G blk	Vif-A3F inh	D2 potentiator	D1 antag	D1 agonist	D1 potentiator	Glioma ERSR ind
Cc1cc(-c2ccc(Cl)cc2)c(C#N)c(N)n1	-6	u	-10%	-1%	-2	-11	1	-2	-1%
NNC(=O)CN1C(c2ccccc2Br)=Nc2ccc(Br)cc2C1c1ccccc1 (stereo not drawn)	0	-0.5%	-5%	3%	-18	19	15	-9	-4%
CSCCC(N=C1NS(=O)(=O)c2ccccc21)C(=O)NCc1ccccc1F (stereo not drawn)	-3	0.9%	0%	3%	-4	-15	3	1	-4%

# Following part:
SMILES,LDHA inh,RXFP1 agonist,Vif-APOBEC3G blk,Vif-A3F inh,D2 potentiator,D1 antag,D1 agonist,D1 potentiator,Glioma ERSR ind
CCOC(=O)C1=NNC2(c3ccccc3)C(=O)N(c3cccc(Br)c3)C(=O)C12 (stereo not drawn),-1,-0.2%,-1%,-3%,-5,-16,0,-3,-3%
Cc1nccnc1Sc1ccccc1,-5,-2.1%,3%,10%,2,-11,3,-2,2%
O=C(Nc1ccc(S(=O)(=O)Nc2ccc(Cl)cc2)cc1)C1CCCO1 (stereo not drawn),-1,-1.0%,-1%,3%,x,-23,25,-7,-3%
O=C(c1cc2ccccc2s1)N1CCOCC1,-4,-1.2%,-2%,3%,2,-5,3,2,-8%

# By substructure: the entries above containing an aryl thioether with sulfur outside any ring (3)
SMILES,LDHA inh,RXFP1 agonist,Vif-APOBEC3G blk,Vif-A3F inh,D2 potentiator,D1 antag,D1 agonist,D1 potentiator,Glioma ERSR ind
COc1ccccc1NC(=O)CSc1nnc(C2CCCCC2)n1C,-3,-1.5%,-4%,-2%,-2,1,10,0,-4%
COc1cc(NC(=O)CSc2nc(C)c(C)c(C)n2)cc(OC)c1,-9,1.4%,-9%,-7%,6,5,3,-8,0%
Cc1nccnc1Sc1ccccc1,-5,-2.1%,3%,10%,2,-11,3,-2,2%
